Screening results: PubChem BioAssay, several laboratories
TRAIL sens C8: sensitizes caspase-8 expressing cells to TRAIL. inhibition (viability loss, TRAIL sensitization), % at 10 µM. NB7+C8 cells + TRAIL, ATPlite viability luminescence. 360,000 compounds, 1% hits;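 active = compounds causing at least 50% loss of cell viability in the single-dose screen, relative to plate controls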
SRC1 inh: inhibitors of human steroid receptor coactivator 1 (SRC1) | HEK293 GAL4-SRC1 luciferase reporter, luminescence | inhibition, % at 3.6 µM | 360,000 compounds, 0.12% hits;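 active = inhibition above the campaign mean plus 3 SD, with each screening campaign given its own cutoff, cut at about 60% in these data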;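 note: 0% = DMSO treated cells and 100% = gossypol at 36 µM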
EBV LMP1 NFkB: reduces LMP1-driven NF-kappaB luciferase signal | 350,000 compounds, 0.69% hits | LMP1-induced NF-kappaB luciferase reporter cells, luminescence | inhibition, % at 12.5 µM; in the data active = inhibition above about 41%;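 note: 0% = neutral control wells and 100% = reference inhibitor control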
NR5A2 inv ag: inverse agonists of human LRH-1 (NR5A2); O00482; HEK293T StAR-luciferase reporter, LRH-1 transfected, 24 h; inhibition, % at 3.6 µM; 360,000 compounds, 0.13% hits;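 active = inhibition above the mean inhibition of all tested compounds plus 3 SD, cut at about 73% in these data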;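 note: 0% = DMSO wells and 100% = reporter-only cells lacking LRH-1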
CF NFkB block: cystic fibrosis NF-kB activation inhibition; KKLEB NF-kB-GFP reporter, PAF-induced, GFP fluorescence overnight; inhibition, % at 5 µM; 360,000 compounds, 0.86% hits;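 active = at least 50% inhibition at 5 µM, scaled per plate between neutral and stimulator controls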;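 note: PAF is a Pseudomonas aeruginosa culture filtrate used as stimulus; plate controls were PAF-stimulated DMSO wells for no effect and unstimulated DMSO wells for full effect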
TROY NFkB inh: inhibitors of TROY-dependent NF-kB signaling; Q293 LMP1-TROYcd NF-kB luciferase reporter, 4 h; 360,000 compounds, 0.98% hits; inhibition, % at 10 µM;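 active = compounds whose plate-normalised and pattern-corrected inhibition of the luciferase reporter signal at the single screening dose is 50% or more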
KKLEB tox: counter-screen for CF NF-kB inhibitors: cytotoxicity | KKLEB CF airway cells viability, ATPlite luminescence, overnight; active compounds read low; cells stimulated with P. aeruginosa culture filtrate | activity change (cytotoxicity), % at 5 µM | 360,000 compounds, 0.36% hits | AID 602141;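 active = corrected activity change at or below -50% at 5 µM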
NCOA2 inhibitor: human SRC2 (NCOA2) inhibition; 370,000 compounds, 0.17% hits; inhibition, % at 9 µM; AID 651957; HEK293 GAL4-SRC2 luciferase reporter, luminescence; Q15596;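 active = inhibition above the mean inhibition of all tested compounds plus 3 SD, set per campaign, cut at about 52% in these data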;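 note: 0% = DMSO treated cells and 100% = cells given Gossypol at 36 µM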
NCOA3 inh: human NCOA3 inhibition; Q9Y6Q9; 360,000 compounds, 0.17% hits; AID 588352; inhibition, % at 3.6 µM; HEK293 GAL4-SRC3 luciferase reporter, luminescence;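 active = inhibition above a per-campaign cutoff, the mean of all compounds plus 3 SD, cut at about 60% in these data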;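 note: 0% = DMSO-treated cells and 100% = gossypol-treated cells at 36 µM; higher means less SRC3-driven luciferase light from the GAL4 reporter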
Target sequence (Q9Y6Q9 whole entry, looked up, the tested form may be a part): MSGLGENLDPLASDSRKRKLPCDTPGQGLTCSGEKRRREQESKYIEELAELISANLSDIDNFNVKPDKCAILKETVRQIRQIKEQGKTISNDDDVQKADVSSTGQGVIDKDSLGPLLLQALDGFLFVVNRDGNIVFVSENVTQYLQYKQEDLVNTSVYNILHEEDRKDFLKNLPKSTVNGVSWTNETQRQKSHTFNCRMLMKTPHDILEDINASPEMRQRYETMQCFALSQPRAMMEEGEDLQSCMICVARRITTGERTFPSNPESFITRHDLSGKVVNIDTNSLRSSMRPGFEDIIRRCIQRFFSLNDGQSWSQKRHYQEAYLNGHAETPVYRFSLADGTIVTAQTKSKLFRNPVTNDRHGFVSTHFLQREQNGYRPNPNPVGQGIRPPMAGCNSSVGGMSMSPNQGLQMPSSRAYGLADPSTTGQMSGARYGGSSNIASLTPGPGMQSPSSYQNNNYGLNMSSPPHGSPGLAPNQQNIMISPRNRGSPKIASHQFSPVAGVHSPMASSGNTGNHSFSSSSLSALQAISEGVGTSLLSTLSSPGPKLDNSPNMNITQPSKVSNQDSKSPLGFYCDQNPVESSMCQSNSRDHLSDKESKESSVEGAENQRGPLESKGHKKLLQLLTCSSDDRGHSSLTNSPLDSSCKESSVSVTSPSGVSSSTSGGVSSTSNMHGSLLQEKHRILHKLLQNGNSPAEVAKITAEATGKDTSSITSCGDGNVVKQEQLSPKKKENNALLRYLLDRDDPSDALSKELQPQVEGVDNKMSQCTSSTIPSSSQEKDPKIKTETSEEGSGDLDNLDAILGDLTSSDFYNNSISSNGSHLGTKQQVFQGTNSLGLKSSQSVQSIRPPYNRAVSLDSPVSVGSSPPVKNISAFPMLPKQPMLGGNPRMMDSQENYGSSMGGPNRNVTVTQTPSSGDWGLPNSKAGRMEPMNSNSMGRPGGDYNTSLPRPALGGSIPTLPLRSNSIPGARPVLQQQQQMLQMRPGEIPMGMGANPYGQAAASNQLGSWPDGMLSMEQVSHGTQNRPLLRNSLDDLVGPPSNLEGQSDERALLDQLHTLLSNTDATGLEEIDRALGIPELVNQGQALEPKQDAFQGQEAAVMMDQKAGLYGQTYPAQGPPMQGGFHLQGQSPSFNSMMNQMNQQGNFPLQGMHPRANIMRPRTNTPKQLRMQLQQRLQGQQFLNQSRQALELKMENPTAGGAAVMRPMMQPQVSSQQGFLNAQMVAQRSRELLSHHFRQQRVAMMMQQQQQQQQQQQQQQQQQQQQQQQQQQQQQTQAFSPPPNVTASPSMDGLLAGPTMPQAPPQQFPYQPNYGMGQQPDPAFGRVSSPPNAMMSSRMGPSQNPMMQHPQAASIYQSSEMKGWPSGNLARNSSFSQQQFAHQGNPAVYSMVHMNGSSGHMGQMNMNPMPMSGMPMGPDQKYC
COUP-TFII inh: NR2F2 (human) inhibition, primary screen. HEK293T NGFI-A luciferase reporter, luminescence. 370,000 compounds, 0.7% hits. inhibition, % at 8.6 µM;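 active = inhibition above a per-plate cutoff, mean inhibition of test wells between control levels plus 3 SD, cut at about 38% in these data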;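 note: cells cotransfected with COUP-TFII expression vector driving the NGFI-A reporter; 0% = median of COUP-TF2 test wells and 100% = reporter-only cells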
TWEAK-Fn14 inh: TWEAK-Fn14 signaling inhibition; TWEAK-stimulated Fn14 reporter cells, luciferase luminescence, 8 h; inhibition, % at 10 µM; 360,000 compounds, 2% hits; in the data active = inhibition above about 50%
* marks the source's active call; other numbers are inactive results.

SMILES	TRAIL sens C8	SRC1 inh	EBV LMP1 NFkB	NR5A2 inv ag	CF NFkB block	TROY NFkB inh	KKLEB tox	NCOA2 inhibitor	NCOA3 inh	COUP-TFII inh	TWEAK-Fn14 inh
COc1ccc(NC(=O)c2ccco2)cn1	12	-15	-16	-21	-6	-3	2	-39	-6	2	4
NC(=O)CCC(NC(=O)OCc1ccccc1)C(=O)OCC(=O)c1ccccc1 (stereo not drawn)	1	-4	1	6	-8	16	-3	-18	-2	-3	11
Cc1oc(-c2ccccc2)cc1C(=O)Nc1ccc2ccccc2c1	4	-18	-4	-3	9	-55	-5	-37	-24	-1	-10
CC1Cc2cc(/C(O)=C3/C(=O)C(=O)N(CCCn4ccnc4)C3c3ccco3)ccc2O1 (stereo not drawn)	39	-25	-1	-40	-3	25	5	-15	-8	4	25
O=S(=O)(c1ccc2nc(N3CCN(c4ccccc4F)CC3)ccc2c1)N1CCCCC1	30	10	10	0	30	13	0	-2	-26	-1	-8
COCCN(CC(=O)Nc1cccc(S(=O)(=O)N2CCCC2)c1)Cc1nc2ccccc2c(=O)[nH]1	-2	-12	-8	-7	-3	10	0	8	10	-3	-7
CCN(C(=O)COC(=O)/C(C#N)=C/c1ccc(N(C)C)cc1)C1CCS(=O)(=O)C1 (stereo not drawn)	7	-27	3	-17	27	-51	3	-16	-35	-10	5
CN1CCN(CC(=O)c2cc(C(C)(C)C)c(O)c(C(C)(C)C)c2)CC1	6	-32	86*	-6	-27	0	5	-42	0	12	-10
Cc1cc(-c2sccc2C)nc(-n2cccc2)n1	30	-5	-11	12	-8	-25	4	-4	10	-8	10
COc1ccc(CCNS(=O)(=O)c2csc(C(N)=O)c2)cc1OC	1	-2	-3	4	2	-1	-5	-70	-4	2	-18
C(=N\N1CCN(Cc2ccccc2)CC1)/c1ccc(-c2ccccc2)cc1	11	6	11	26	-7	-28	-2	-9	4	5	-28
Cc1ccc(S(=O)(=O)N(C)C[C@H]2Oc3cc(Br)ccc3S(=O)(=O)N([C@H](C)CO)C[C@H]2C)cc1	10	1	-15	1	5	0	-5	15	3	12	-24
Cc1cc(C)c(C#N)c(SCSCc2ccccc2)n1	-7	4	4	3	4	-31	2	18	2	6	10
O=C(Cn1c(CCCO)nc2ccccc21)Nc1ccccc1-c1ccccc1	5	-33	-12	-7	0	13	5	-5	11	-2	-5
COc1ccc(S(=O)(=O)Nc2cc(C(=O)NCCCN3CCOCC3)ccc2N2CCOCC2)cc1	-3	9	-9	-7	3	16	-3	-10	2	-4	-14
Cc1ccc(S(=O)(=O)/N=C2\CN(C)C(=O)N2C)cc1	-7	-1	-2	9	-7	3	5	-6	12	0	-4
CCOc1cc(NC(=S)NCCCN2CCOCC2)c(OCC)cc1NC(=O)c1cccc(F)c1	-3	7	-7	-1	-8	1	3	5	16	-29	5
CCOc1ccc(NC(=O)CN(C)C(=O)c2cc(S(=O)(=O)N3CCCCC3)ccc2C)cc1OCC	-16	-9	-5	-21	18	-17	13	1	8	-17	-10
Cc1cc(=O)oc2cc(O[C@@H]3O[C@H](CO)[C@H](O)[C@H](O)[C@H]3O)ccc12	-3	-9	10	-26	-28	-5	3	29	-23	-15	16
O=C(NCc1cccnc1)c1ccc(COc2ccc(Cl)cc2)cc1	33	-12	9	7	0	6	-4	14	18	66*	42
Cc1ccc2c(c1)N(C(=O)CCC(=O)Nc1ccccc1Br)CC(C)O2 (stereo not drawn)	17	-5	2	6	-14	10	9	-23	3	2	-12
CCCCn1c(N)c(N(CC(C)C)C(=O)c2ccc(-c3ccc(C(C)=O)cc3)o2)c(=O)[nH]c1=O	-28	-10	-10	-38	8	14	-8	-12	-8	-3	-12
O=C(CN(CC1CCCO1)C(=O)c1nsc(Cl)c1Cl)NC1CCCC1 (stereo not drawn)	-2	4	7	14	3	3	-2	-7	3	7	9
CNC(=O)CCCc1nc(-c2ccccc2Cl)no1	-10	1	-9	9	-4	-8	8	16	2	-11	5
Cc1cccc(CN2CCN(CC(C)C)C(CCO)C2)n1 (stereo not drawn)	-2	1	0	-8	-14	0	11	6	12	-2	1
O=C(NCCCCCCNC(=O)c1ccncc1)c1ccncc1	-2	1	-10	3	10	5	-1	13	7	-12	10
COc1ccc(/C(O)=C2\C(=O)C(=O)N(CCN(C)C)C2c2cccc(OC)c2OC)cc1Cl (stereo not drawn)	0	-53	0	9	17	-9	0	3	18	-1	-13
O=C1C2CCCN2C(c2cccs2)N1c1ccc(F)cc1 (stereo not drawn)	22	-26	-4	12	-23	3	15	4	10	8	4
Cc1cc(C(=O)NC2CCCCC2)on1	-13	-3	4	-17	-2	19	17	0	4	4	-11
Cn1c2ccc(F)cc2c2ncn(Cc3ccco3)c(=O)c21	22	-3	6	-8	-28	-8	2	-6	4	-8	5
Cc1ccc(NC(=O)C2CCCN(S(=O)(=O)c3c(C)noc3C)C2)c(Br)c1 (stereo not drawn)	-5	-45	1	10	15	-32	0	13	21	8	-1
Cc1cccc(Nc2nnc(SC(C)C(=O)NC3CC3)s2)c1 (stereo not drawn)	2	0	-1	3	2	0	9	-7	8	1	-18
O=[N+]([O-])c1ccc(CSCc2ccc([N+](=O)[O-])cc2)cc1	-3	1	-5	26	0	2	9	-12	4	-3	3
CCc1ccccc1NC(=O)C1CCN(c2cnccn2)CC1	-14	5	0	-1	14	7	-9	3	0	1	-4
CSc1ccc(/C=C/C(=O)OCC(=O)NC2CC2)cc1	2	-19	-4	-19	10	-14	-9	-40	-2	-8	-7
O=C1CN(Cc2ccccc2)CC(=O)N1	-6	7	-6	-2	7	16	-1	-7	5	5	-13
CC(CNC(=O)CCS(=O)(=O)c1cc2c(cc1Cl)NC(=O)CO2)c1ccccc1 (stereo not drawn)	-19	-12	10	-1	-7	10	-1	26	7	7	0
N=C(N)SCc1ccccn1	1	-4	-17	26	-27	1	3	4	9	3	8
CCOC(=O)Nc1cc2c(cc1[N+](=O)[O-])-c1ccccc1C2=O	0	0	-14	9	6	-58	13	-22	8	10	-3
C=CCn1c(SCc2ccc(F)cc2)nc2c1c(=O)[nH]c(=O)n2C	6	4	4	17	13	10	-11	0	4	-3	-31
CCN(CC)CCNC(=O)c1ccc(NC(=O)CC(NC(=O)c2ccccc2Cl)c2ccccc2)cc1 (stereo not drawn)	2	-12	0	-4	-18	-3	-11	13	13	12	13
COc1cc(/C=C(\C#N)c2nc3ccc(C)cc3[nH]2)cc([N+](=O)[O-])c1O	-1	-57	-64	-122	5	-23	10	-8	-41	-13	51*
O=C(Nc1ccc(N2CCCCC2)cc1)c1cccnc1	16	-63	-12	-73	0	-68	2	-70	-27	-17	-35
COc1ccc(N(C(=O)CSCC(=O)Nc2cc(C)on2)C(C(=O)NC2CCCCC2)c2ccc(O)c(O)c2)cc1 (stereo not drawn)	-3	-9	3	2	10	15	-11	-19	-6	9	-4
COc1ccc(CCNC(=O)C(=O)Nc2ccc3c(c2)OCCO3)cc1OC	-1	4	-6	-10	-4	1	1	-11	5	3	5
CCOC(=O)C1=CN(Cc2ccco2)S(=O)(=O)N(C)C1c1ccccc1 (stereo not drawn)	-2	-3	-1	-9	17	-1	5	13	21	17	11
CC(C)CC(C(=O)NC(C)(C)C)N(CC1CCCO1)C(=O)c1snc(C(N)=O)c1N (stereo not drawn)	0	0	1	9	-19	-5	20	-15	21	2	0
Cc1ccc(S(=O)(=O)Nc2ccc(Cl)cc2C(=O)c2ccc(F)cc2)cc1	1	-16	8	-22	5	-4	0	-11	5	11	8
CCN1CCN(c2nc3c(c(=O)n(C)c(=O)n3C)n2CCSc2ncccn2)CC1	-2	-1	-5	-3	10	-10	-3	-13	10	-2	3
CCCCCN(C(=O)CCC(=O)OCC(=O)Nc1ccc(C)cc1F)c1c(N)n(CCCC)c(=O)[nH]c1=O	2	-9	-5	1	14	18	-2	0	14	-17	11
CCCc1cc(-n2ccnc2)n2c(nc3ccccc32)c1C#N	37	11	1	33	1	-9	-8	-27	25	5	5
C=CCn1c(COc2ccccc2F)nnc1SCC(=O)N1CC(=O)Nc2ccccc21	3	7	6	-5	-4	-22	0	-16	-11	-20	0
O=C1OCCC1=COCCCCCOC=C1CCOC1=O	-7	-6	-2	35	-17	-6	19	8	-1	1	15
Cc1sc2ncnc(OCC(=O)NC(C)C(C)C)c2c1C (stereo not drawn)	4	-62	13	9	11	8	-1	0	2	-6	-16
Cc1ccc(CS(=O)Cc2ccc(C(=O)NCc3ccccc3Br)o2)cc1 (stereo not drawn)	4	10	-4	-18	-21	0	11	7	-15	23	2
COc1ccc2c(c1)C(C)(CCN)C(=O)N2C (stereo not drawn)	-12	-5	6	4	15	1	-11	-19	3	3	-6
CCCCCCN1CC(=O)N2[C@@H](Cc3c([nH]c4ccccc34)C2(C)C)C1=O	10	6	-13	-7	19	5	-13	2	7	-14	14
O=C(NC(=S)Nc1ccc2[nH]c(=O)[nH]c2c1)c1cccc(F)c1	6	-38	2	-8	18	-6	-11	-47	-23	-5	-10
Cc1cc(NC(=O)c2ccc3c(c2)OCO3)ccc1NC(=O)c1ccco1	19	-26	6	-37	-1	-2	2	7	-10	-5	14
COc1ccccc1C(=O)C1CCCN(C(=O)c2cc(CC(C)C)nc(C)n2)C1 (stereo not drawn)	-6	-7	4	-13	-11	4	0	11	21	-5	-8

Quoted from above (3 entries):
SMILES	TRAIL sens C8	SRC1 inh	EBV LMP1 NFkB	NR5A2 inv ag	CF NFkB block	TROY NFkB inh	KKLEB tox	NCOA2 inhibitor	NCOA3 inh	COUP-TFII inh	TWEAK-Fn14 inh
O=C(NC(=S)Nc1ccc2[nH]c(=O)[nH]c2c1)c1cccc(F)c1	6	-38	2	-8	18	-6	-11	-47	-23	-5	-10
Cc1cc(NC(=O)c2ccc3c(c2)OCO3)ccc1NC(=O)c1ccco1	19	-26	6	-37	-1	-2	2	7	-10	-5	14
COc1ccccc1C(=O)C1CCCN(C(=O)c2cc(CC(C)C)nc(C)n2)C1 (stereo not drawn)	-6	-7	4	-13	-11	4	0	11	21	-5	-8

(list continues)
SMILES	TRAIL sens C8	SRC1 inh	EBV LMP1 NFkB	NR5A2 inv ag	CF NFkB block	TROY NFkB inh	KKLEB tox	NCOA2 inhibitor	NCOA3 inh	COUP-TFII inh	TWEAK-Fn14 inh
CCC1S/C(=N\S(=O)(=O)c2cccs2)N(C2CCCCC2)C1=O (stereo not drawn)	-13	-18	-21	-9	5	2	-1	15	-7	-18	8
CC(=O)Nc1cccc(C(=O)Nc2ccc(S(=O)(=O)N3CCCCC3)cc2)c1	6	7	1	-15	-1	-3	-4	3	3	17	9
O=C(NC(=S)NC1CCC(O)CC1)c1ccco1 (stereo not drawn)	-27	-5	0	1	-4	-20	-1	10	1	12	11
Cc1cccc(N(C(=O)Cn2nnc3ccccc32)C(C(=O)NCc2ccco2)c2ccncc2)c1 (stereo not drawn)	-6	-5	-4	3	3	-8	-1	6	28	10	-3
COC(=O)c1ccc(NC(=O)CN(c2ccc(C)cc2)S(=O)(=O)c2c(C)n[nH]c2C)cc1	-3	4	1	15	5	5	8	11	6	-11	10
COCCn1c(CN2CC(C)CC(C)C2)nc2c1c(=O)n(C)c(=O)n2C (stereo not drawn)	-12	9	-10	-5	7	4	-1	6	1	6	8
C[C@@H](C(=O)N1CCNCC1)n1cc(CCCN=C(N)N)nn1	-14	4	-5	-8	-19	-7	8	8	-5	13	-3
